Bioassay records deposited in PubChem by several laboratories.
Lmaj promast = reduces viability of Leishmania major promastigotes. 200,000 tested, 9% active. AID 1063. resazurin fluorescence viability. inhibition, % at 10 µM; in the data active = inhibition above about 50%;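 also: promastigotes grown with compound for 44 hours at 28 °C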
TNAP act hi DEA = TNAP (human) activation, high acceptor. P05186. purified TNAP, CDP-star luminescence, 1 M DEA, 30 min; hits give high values; 0 = EDTA background, 1 = DMSO-only activity. activation factor at 20 µM. 200,000 tested, under 10 active;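 active = activation factor at least 2 at 20 µM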
Target sequence (P05186 whole entry, looked up): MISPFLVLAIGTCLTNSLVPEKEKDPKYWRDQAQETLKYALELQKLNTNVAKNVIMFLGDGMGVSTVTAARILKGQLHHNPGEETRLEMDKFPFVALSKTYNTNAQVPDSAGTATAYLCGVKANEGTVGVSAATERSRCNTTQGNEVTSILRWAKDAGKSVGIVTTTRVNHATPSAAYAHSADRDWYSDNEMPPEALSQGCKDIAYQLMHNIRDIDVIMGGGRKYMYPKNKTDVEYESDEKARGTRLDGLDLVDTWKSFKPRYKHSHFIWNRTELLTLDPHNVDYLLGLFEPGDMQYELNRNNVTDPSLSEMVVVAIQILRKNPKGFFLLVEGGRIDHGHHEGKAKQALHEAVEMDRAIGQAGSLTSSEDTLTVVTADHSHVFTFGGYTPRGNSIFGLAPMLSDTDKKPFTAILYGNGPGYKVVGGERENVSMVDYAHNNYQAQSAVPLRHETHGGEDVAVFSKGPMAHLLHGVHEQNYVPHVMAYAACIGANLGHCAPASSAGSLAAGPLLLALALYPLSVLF
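Test system – human TNAP · Doses – 20 µM single point · Incubation – 30 min, room temperature · Signal – luminescent substrate turnover signal · Read-out basis – activation factor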
TNAP inh no acc = blocks human TNAP activity with no phosphate acceptor present; P05186; purified TNAP, CDP-star luminescence, 30 min; inhibition, % at 20 µM; 200,000 tested, 0.26% active;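 active = tissue-nonspecific alkaline phosphatase inhibition above about 50% at 20 µM in the single-dose screen, limit read from the data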;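 also: 0% = DMSO negative control and 100% = EDTA positive control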
APP 5UTR inh = APP translation inhibition | SH-SY5Y APP 5'UTR-luciferase reporter, luminescence | inhibition, % at 2 µM | 190,000 tested, 0.82% active | AID 1285;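 active = inhibition above a set limit, derived from the sample mean plus 3 SD, cut at about 45% in these data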; also: values of inactives mirror those of a sister screen read the other way
RAM inhibit = inhibitors of the yeast RAM network; inhibition, % at 50 µM; S. cerevisiae dse1pr::URA3 reporter, 5-FOA growth OD615, 2 d; analog-sensitive cbk1-as2 kinase mutant strain; 190,000 tested, 1.8% active;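 active = inhibition above a set limit, 3 SD over mean compound inhibition, cut at about 8.4% in these data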;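 also: 0% = DMSO-only wells with no growth and 100% = 10 µM 1-NA-PP1 full growth; inhibition rescues growth on 5-FOA so higher OD means more RAM inhibition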
FLuc stim CS = firefly luciferase counter-screen for stimulation assays. ATPlite luciferase biochemical, luminescence, 10 min; 0 = ATP-free wells, 1 = DMSO control. activation factor at 10 µM. 200,000 tested, under 10 active;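 active = luciferase activation factor, scaled between plate controls, of at least 2 with compound at 10 µM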
Target sequence (P08659 whole entry, looked up): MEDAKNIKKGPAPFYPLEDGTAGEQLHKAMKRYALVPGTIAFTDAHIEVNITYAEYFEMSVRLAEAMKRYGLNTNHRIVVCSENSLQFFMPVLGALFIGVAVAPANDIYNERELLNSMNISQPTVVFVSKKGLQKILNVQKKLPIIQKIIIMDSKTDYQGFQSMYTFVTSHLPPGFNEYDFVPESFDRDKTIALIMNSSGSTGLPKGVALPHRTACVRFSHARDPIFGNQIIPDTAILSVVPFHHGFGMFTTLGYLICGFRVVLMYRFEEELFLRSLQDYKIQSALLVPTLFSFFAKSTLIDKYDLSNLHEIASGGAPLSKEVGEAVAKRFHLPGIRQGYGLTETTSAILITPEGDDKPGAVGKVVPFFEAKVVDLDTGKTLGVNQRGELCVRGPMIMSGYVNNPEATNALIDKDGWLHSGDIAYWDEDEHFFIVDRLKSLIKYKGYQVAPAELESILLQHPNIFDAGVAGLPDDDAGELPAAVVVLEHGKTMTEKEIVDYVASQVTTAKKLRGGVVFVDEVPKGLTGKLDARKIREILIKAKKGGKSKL
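Assay system: Luciferase/luciferin detection reagent, cell-free biochemical luciferase assay / Read-out: luciferase activation / Benchmarks: No-ATP low control, compound-free enzyme-plus-ATP high control / Medium: PBS buffer for ATP / Detection: luminescence measurement of luciferase light output / Schedule: 10 min at ambient temperature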
FLuc inhib CS = counter-screen for luciferase assay inhibitors: firefly luciferase inhibition | P08659 | ATPLite firefly luciferase biochemical luminescence, 10 min | inhibition, % at 10 µM | 200,000 tested, 1.5% active | AID 1006;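 active = inhibition above about 50% when tested at 10 µM, limit read from the data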
bIAP activator = increases bovine intestinal alkaline phosphatase activity; purified bovine IAP, CDP-star luminescence, 30 min; hits give high values; fold of DMSO-control signal, blank-subtracted; activation factor at 20 µM; 200,000 tested, 0.17% active;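 active = activation factor of 2 or more at 20 µM, a signal rise over negative controls twice the positive control's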
TNAP inh hi DEA = inhibitors of human TNAP at high phosphate acceptor concentration | inhibition, % at 20 µM | purified TNAP, CDP-star luminescence, 1 M DEA | 200,000 tested, 0.03% active | P05186 | AID 1135;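 active = over 50% inhibition of tissue-nonspecific alkaline phosphatase at 20 µM in the single-dose screen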;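 also: plate controls were DMSO wells for no effect and EDTA-quenched wells as full inhibition for full effect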
bIAP inh = intestinal alkaline phosphatase (bovine) inhibition; purified bovine IAP, CDP-star luminescence, 30 min; inhibition, % at 20 µM; 190,000 tested, under 10 active; AID 1019;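 active = over 50% inhibition of intestinal alkaline phosphatase at 20 µM in the single-dose screen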
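System: Purified bovine intestinal alkaline phosphatase (IAP) enzyme | Input: IAP diluted 1/65,000,000 in the well | Also added: CDP-star chemiluminescent phosphatase substrate, 30 µM final | Dosing: 20 µM single dose | Times: Enzyme reaction for 30 min at room temperature | Detection: Luminescence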
* = called active by the depositor; / = not tested or not shown.

SMILES | Lmaj promast | TNAP act hi DEA | TNAP inh no acc | APP 5UTR inh | RAM inhibit | FLuc stim CS | FLuc inhib CS | bIAP activator | TNAP inh hi DEA | bIAP inh
Clc1ccc(Oc2cnns2)c(Cl)c1 | -6 | 1 | -11 | 10 | 1.6 | 1 | 1 | 1.1 | -5 | -8
O=C(NCC1CCCO1)c1ccc(COc2ccc(Cl)cc2)cc1 (stereo not given) | 6 | 1 | -25 | -6 | -1.3 | 1.1 | -7 | 0.9 | -5 | 6
O=C(N/N=C/c1ccccn1)c1cccc([N+](=O)[O-])c1 | 77* | 1 | 1 | 2 | -0.1 | 1 | 4 | 1.2 | -1 | -19
NNC(=O)CN1C(c2ccc(Br)cc2)=Nc2ccc(Br)cc2C1c1ccccc1 (stereo not given) | 8 | 1 | -7 | -2 | 2.4 | 1 | -2 | 1 | 2 | -2
O=C(Cn1nnc2c(sc3nc4c(c(-c5ccccc5)c32)CCC4)c1=O)c1ccccc1 | 3 | 1.1 | -6 | -6 | 3.2 | 1 | -3 | 1 | -5 | 0
Cc1ccccc1NC(=S)Nc1ccc(Br)cc1 | 15 | 1 | -4 | -7 | 0.8 | 1 | -3 | 0.7 | -3 | 27
CC(=O)c1ccc(OCC(C)C)c(CN2CCCCC2)c1 | 86* | 1 | -6 | 7 | -0.1 | 1 | -5 | 1 | 1 | 0
CCc1nnc(NC(=O)Cc2c[nH]c3ccccc23)s1 | -3 | 1 | -10 | 2 | -1.7 | 1 | -3 | 1.1 | -1 | -10
O=C(/C=C/Nc1ccc(S(=O)(=O)Nc2ncccn2)cc1)c1ccc(Cl)c(Cl)c1 | -4 | 1 | -5 | -4 | 7.2 | 1 | -4 | 0.8 | 0 | 19
C/C(CC(=O)NC1C2CC3CC(C2)CC1C3)=N\NC(=O)Cc1cccs1 (stereo not given) | 21 | 1 | -3 | 4 | 2.4 | 1 | -4 | 0.9 | -2 | 8
CCOc1ccc(C(=O)N2CCCCCC2)cc1 | -5 | 1 | -5 | -12 | 2.4 | 1.1 | -11 | 1 | -2 | 0
COc1cc(S(=O)(=O)n2cnc(C)c2)ccc1Br | -1 | 1.1 | -2 | -15 | 2.5 | 1 | -3 | 1 | -7 | -3
Cc1cc(C(=O)Nc2c[nH]c(=O)[nH]c2=O)ccc1[N+](=O)[O-] | -5 | 1 | -8 | 3 | 2.7 | 1 | -4 | 1.1 | -3 | -14
COc1cc(C(=O)OC(C)CN2CCN(C)CC2)cc(OC)c1OC (stereo not given) | 2 | 1.1 | 5 | 0 | 1.8 | 1.1 | -10 | 1 | -7 | 3
CCCCC(CC)C(=O)NCc1ccc(F)cc1 (stereo not given) | 34 | 1 | -10 | -22 | -1.1 | 1.1 | -6 | 0.9 | -4 | 6
O=C(CSc1nc2ccccc2c(=O)n1Cc1ccco1)N1CCCCCC1 | 79* | 1 | -7 | 4 | 4.2 | 1 | -5 | 1 | -1 | -4
OCCN1CCN(CC(O)COc2ccc3ccccc3c2)CC1 (stereo not given) | 91* | 1 | -6 | 2 | -0.8 | 1 | 3 | 2.9* | 0 | -188
c1ccc(-n2nnnc2NC2CCCCCC2)cc1 | 6 | 1.1 | -27 | 8 | 2.5 | 1 | -1 | 1 | -8 | 1
Cc1cc(C)n2nc(S(=O)(=O)N(C)Cc3ccccc3)nc2n1 | -5 | 1 | -5 | 2 | 4.8 | 1.1 | -7 | 1 | -4 | 3
Cc1nn(-c2ccccc2)c(C)c1C(=O)Nc1nnc(-c2ccco2)o1 | 46 | 1 | -33 | -8 | -0.8 | 1.1 | -7 | 1.1 | 0 | -14
COc1ccccc1CCc1nnc(CCC(=O)NC(C)Cc2cccs2)o1 (stereo not given) | -6 | 1 | -2 | -6 | 0.8 | 1.1 | -9 | 1.1 | -4 | -6
COC(=O)c1ccc(Oc2c(C)oc3cc(OCc4cnn(-c5ccccc5)c4)ccc3c2=O)cc1 | -3 | 1 | -12 | -5 | 3.3 | 1.1 | -5 | 0.9 | -1 | 10
CCOC(=O)C1CCCN(S(=O)(=O)c2ccc(S(=O)(=O)N(CC)CC)cc2)C1 (stereo not given) | 2 | 1.1 | -13 | 23 | 0.9 | 1.1 | -7 | 1 | -6 | 2
CC(=O)NC(Cc1ccc(F)c(F)c1)C(=O)NC1CCN(C(=O)c2ccc(C)cc2)CC1 (stereo not given) | -7 | 1.1 | -12 | -4 | 0.5 | 1.1 | -7 | 1 | -8 | -2
O=C(N/C(=C/c1ccco1)C(=O)N1CCCC1)c1cccs1 | -3 | 1 | 6 | 0 | 1.4 | 1 | 3 | 0.9 | -1 | 5
COc1ccc(Cl)cc1S(=O)(=O)NC1CC(C)(C)NC(C)(C)C1 | 6 | 1 | -4 | -4 | 1.6 | 1 | -2 | 1.1 | 0 | -10
Cc1c(NC(=S)NC(=O)COc2ccccc2)c(=O)n(-c2ccccc2)n1C | -6 | 1 | -4 | -31 | 3.9 | 1 | -2 | 0.5 | -2 | 47
COc1cccc(NC(=O)c2ccc(NCCCN3CCC(C)CC3)c([N+](=O)[O-])c2)c1 | 21 | 0.9 | 9 | -22 | -1.1 | 1 | -5 | 0.6 | 7 | 43
CC(C)COP(=O)(c1ccc(N(C)C)cc1)C(O)c1ccccn1 (stereo not given) | -5 | 1 | -2 | / | 1.1 | 1 | -5 | 1.2 | -3 | -17
CC(C)CCNC(=O)NC(=O)COC(=O)/C=C/c1cccc([N+](=O)[O-])c1 | -7 | 1 | -10 | 19 | 2.5 | 1 | 3 | 1.1 | 1 | -14
Cc1cc(C)cc(Oc2ccccc2C=O)c1 | 4 | 0.9 | -8 | -13 | 0.0 | 1 | -4 | 0.9 | 5 | 6
O=C(Nc1ccc2c(c1)ncn2C1CCCCC1)c1ccco1 | 8 | 1 | -6 | -60 | 2.0 | 0.9 | 8 | 1 | -5 | 4
O=C(O)c1ccc(S(=O)(=O)Cc2ccccc2)cc1 | -9 | 1 | -8 | 4 | 0.1 | 1.1 | -6 | 0.9 | -4 | 11
COc1ccc(Nc2nccc(OC)c2C#N)cc1 | -5 | 1 | -10 | -14 | 0.1 | 1 | -3 | 0.9 | -3 | 11
Cc1ccc(F)cc1NC(=O)Cc1ncc(C(F)(F)F)cc1Cl | -4 | 1 | -8 | / | 5.3 | 1.1 | -5 | 0.9 | -5 | 8
CC(C)C(NC(=O)c1cccs1)c1nnc(SCC(=O)Nc2nccs2)n1C (stereo not given) | -4 | 1.1 | -8 | 6 | 1.4 | 1.1 | -6 | 0.9 | -5 | 12
Brc1ccc(NCc2nnc3n2CCCCC3)cc1 | 1 | 1 | -2 | -1 | 0.5 | 1 | -1 | 1 | -1 | -3
Cc1ccc(S(=O)(=O)NC2(C(F)(F)F)NC(=O)N(CCc3ccccc3)C2=O)cc1 (stereo not given) | -7 | 1.1 | -4 | -25 | 0.1 | 1.1 | -10 | 1 | -6 | 3
OCCNCc1ccc(OC2CCCC2)cc1 | 0 | 1.1 | -7 | 1 | -0.3 | 1 | -3 | 1 | -6 | 1
Cc1cccn2c(CN[C@H]3CCCCNC3=O)c(C(=O)N3CCOCC3)nc12 | -4 | 1 | -6 | -19 | 0.9 | 1 | -5 | 1.1 | -4 | -8

The list goes on; the last 4 above are carried over.
SMILES | Lmaj promast | TNAP act hi DEA | TNAP inh no acc | APP 5UTR inh | RAM inhibit | FLuc stim CS | FLuc inhib CS | bIAP activator | TNAP inh hi DEA | bIAP inh
Brc1ccc(NCc2nnc3n2CCCCC3)cc1 | 1 | 1 | -2 | -1 | 0.5 | 1 | -1 | 1 | -1 | -3
Cc1ccc(S(=O)(=O)NC2(C(F)(F)F)NC(=O)N(CCc3ccccc3)C2=O)cc1 (stereo not given) | -7 | 1.1 | -4 | -25 | 0.1 | 1.1 | -10 | 1 | -6 | 3
OCCNCc1ccc(OC2CCCC2)cc1 | 0 | 1.1 | -7 | 1 | -0.3 | 1 | -3 | 1 | -6 | 1
Cc1cccn2c(CN[C@H]3CCCCNC3=O)c(C(=O)N3CCOCC3)nc12 | -4 | 1 | -6 | -19 | 0.9 | 1 | -5 | 1.1 | -4 | -8
COc1ccc(CN2CCC(CNC(=O)NC3CCCCC3)CC2)cc1 | 90* | 1.1 | -12 | -11 | 0.1 | 1.1 | -5 | 1.6 | -7 | -55
CCOc1ccc(C2c3cc(OC)c(OC)cc3CC(=O)N2c2ccc(OC)cc2)cc1 (stereo not given) | 80* | 1 | -2 | 3 | 1.1 | 1 | -4 | 1 | -2 | -4
Cc1nn(Cc2ccc(Cl)cc2)c(=O)n1N(C)c1ncc(C(F)(F)F)cc1Cl | 94* | 1 | -4 | 5 | 1.1 | 1.1 | -7 | 1 | -4 | -1
O=c1c2cn[nH]c2[nH]c(=S)n1-c1ccccc1 | -8 | 1 | -55 | -4 | 0.8 | 1.1 | -6 | 1 | -2 | -1
Fc1ccccc1Nc1nc(Cl)nc(Cl)n1 | -6 | 1.1 | -14 | 3 | -0.9 | 1 | -5 | 0.9 | -5 | 13
Cc1cccn2c(=O)c(C=O)c(Sc3ncccn3)nc12 | -3 | 1.1 | -16 | -6 | 0.4 | 1 | -2 | 1 | -7 | 2
CCC(C)(C(=O)NC1CCCC1)N(C(=O)Cc1cccs1)c1c(C)n(C)n(-c2ccccc2)c1=O (stereo not given) | -2 | 1 | -6 | -10 | 0.8 | 1.1 | -6 | 1 | 1 | 1
CCCC(=O)Nc1cc(C(=O)O)ccc1S(=O)(=O)c1ccc(Cl)cc1 | -8 | 1 | -6 | 11 | 6.5 | 1 | -2 | 1 | 1 | 1
CC(=O)Nc1c(O)c2ccccc2[nH]c1=O | -7 | 1.1 | -8 | -4 | 1.0 | 1.1 | -10 | 1.1 | -5 | -6
CC(C(=O)OCc1nnc(-c2ccccc2)o1)N1C(=O)C2CCCCC2C1=O (stereo not given) | 0 | 1 | -9 | -3 | 1.5 | 1 | 2 | 1.1 | -2 | -13
CCC(=O)N(CCC(c1ccccc1)c1ccco1)Cc1cccs1 (stereo not given) | 21 | 1 | -11 | 2 | 0.8 | 1.1 | -7 | 1 | -3 | -1
COc1ccc(OC)c(S(=O)(=O)N2CCC(C(=O)N3CCN(Cc4ccccc4)CC3)CC2)c1 | -4 | 1 | -5 | -8 | 0.1 | 1 | -1 | 1 | 2 | -2
CC1(C)CC(=O)C(C(C2=C(O)CC(C)(C)CC2=O)c2cccnc2)C(=O)C1 (stereo not given) | -10 | 1.1 | -9 | -7 | 1.8 | 1 | -3 | 1 | -7 | -1
COc1ccc(-c2nc3ccccc3n2CCC(C)C)cc1OC | 67* | 1.1 | -19 | -12 | -0.7 | 1.1 | -6 | 1 | -8 | -4
Cc1ccc(NC(=S)Nc2cc(-c3ccccc3)[nH]n2)cc1Cl | 0 | 1 | 15 | -17 | 4.1 | 1.1 | -5 | 0.9 | 2 | 9
CCC(=O)c1c[nH]c(C(=O)NCCCn2ccnc2)c1 | 2 | 1 | -11 | 9 | -0.9 | 1.1 | -8 | 1.3 | -4 | -33
